Screening data: PubChem BioAssay, Sanford-Burnham Center for Chemical Genomics
H9c2 TAG inh: triacylglycerol accumulation inhibition | H9c2 cells, Nile Red lipid (TAG) fluorescence; cells loaded with 200 µM oleic acid | inhibition, % at 12.5 µM | actives 0.66% (n = 230,000);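 active = pattern-corrected inhibition of lipid staining of at least 50% with the nuclear-stain viability signal not falling by more than 50%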;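 also: 0% = DMSO wells and 100% = triacsin C control wells; some results filed as inactive read as strong as hits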
H9c2 TAG inh DAPI viability: second read-out of H9c2 TAG inh, no call of its own (marks repeat the call); DAPI nuclei signal change (viability), lower = more cytotoxic, %;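 whole-well DAPI fluorescence read on a plate reader as a viability signal; minus 50 percent equals half of cells still viable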
* marks the source's active call; other numbers are inactive results. Not all compounds are listed; count on the stated rates, not on these rows.

Sequence of screens: H9c2 TAG inh DAPI viability, H9c2 TAG inh
COc1ccc(C(CNC(=O)c2ccc(NS(=O)(=O)c3ccc(F)c(C)c3)cc2)N2CCCC2)cc1 (stereo unspecified)
 : 14.7, 16.6
Cc1ccc(NC(=O)Cc2csc(-c3ccccc3)n2)cc1F
 : 17.4, -14.7
Cc1ccc(-c2c[n+](CC(=O)Nc3ccccc3)c3n2CCC3)cc1
 : 0.6, 10.3
CCc1nc2c(OCc3ccccc3)cccn2c1N(C)C(=O)Nc1ccccc1OC
 : -1.9, -8.5
O=C(O)CCSCCCN1C(=O)c2cccc3cccc(c23)C1=O
 : -1.5, -3.8
CCCCn1c(N)c(N(CCOC)C(=O)c2ccc(C)c(S(=O)(=O)N3CCCCC3)c2)c(=O)[nH]c1=O
 : 1.6, -17.9
COc1ccc(NC(=S)N=Nc2c(O)[nH]c3ccccc23)cc1
 : -14.7, 8.5
Cc1ccc(C(=O)Nc2sc(Cc3ccc4c(c3)OCO4)c(C)c2C(N)=O)cc1
 : 2.9, -21.7
COc1cc2ccccc2cc1C(=O)N1CCOCC1
 : -7.1, -0.3
C=C1CCN([C@@H](Cc2ccccc2)C(=O)NCCCc2ccccc2)S(=O)(=O)c2ccccc21
 : 0.5, -7.4
CCCCn1nnnc1SCC(=O)N(CC)CC
 : 5.2, 5.9
CCC(C)n1nccc1NC(=O)C(C)Cl (stereo unspecified)
 : 3.2, 5.3
CCCn1c(NC(=O)c2ccc(C)cc2)nc2ccccc21
 : 25.1, -16.7
COc1ccc(C2/C=C\CN(C(=O)Nc3ccccc3-c3ccccc3)CC(=O)N2Cc2ccc(F)cc2)cc1 (stereo unspecified)
 : 0.0, 34.4
O=C(Nc1ccc2c(c1)[nH]c(=O)c1ccccc12)C(F)(F)F
 : 26.2, 12.5
O=C(C=Cc1ccc(Cl)s1)c1ccc(Cl)s1
 : -2.7, 11.4
Cn1cccc1CC(=O)N/N=C/C=C/c1ccco1
 : -4.8, 4.4
CC(C)OC(=O)/C(=C/c1ccc(Br)cc1)NC(=O)c1ccco1
 : -0.1, 1.0
COc1cc(/C=C/C(=O)OCC(=O)Nc2ccc([N+](=O)[O-])cc2)ccc1O
 : -10.3, 7.0
O=C(CCN1CCOCC1)NC1CCCN(Cc2ccccc2F)C1 (stereo unspecified)
 : -1.4, 18.0
COc1ccc2oc(C(=O)OCC(=O)N3C(C)CCCC3C)c(C)c2c1 (stereo unspecified)
 : 8.6, -11.2
CN(CC1COc2ccccc2O1)C(=O)c1ccc(Cl)c(S(=O)(=O)N2CCCCCC2)c1 (stereo unspecified)
 : -11.7, 11.0
CC(=O)Nc1ccc(C(=O)N/N=C(\C)CC(=O)Nc2ccc(OCc3ccccc3)cc2)cc1
 : 21.6, 3.7
CC(Sc1nnc(Cc2ccccc2)n1C)C(=O)NC1CC1 (stereo unspecified)
 : 3.5, -11.6
Fc1ccc(-c2nnn3c2nc(NCc2ccccc2)c2ccccc23)cc1
 : 94.2, 1.9
Cc1nc2nc(NC(=O)c3ccco3)nn2c(C)c1Cl
 : 6.2, 18.2
CCc1nc2ccc(C(=O)NCCCN(C)C)cn2c1N(C)CCCc1ccccc1
 : 12.3, 7.6
O=C(COC(=O)CNS(=O)(=O)c1ccc(Br)cc1Cl)Nc1ccc(N2CCOCC2)cc1
 : -7.8, -1.8
NC(=O)c1c(NC(=O)CCCC(=O)O)sc2c1CCCCCC2
 : 4.3, 1.1
Cc1ccc(C(=O)O/N=C(\c2ccccc2)c2cccnc2)cc1
 : 1.1, 6.8
O=C(Nc1ccc(F)cc1F)c1csc(-c2cccs2)n1
 : -9.1, -5.0
COc1ccc(-c2csc(NC(=O)C3CSC4(C)CCC(=O)N34)n2)cc1 (stereo unspecified)
 : 1.4, -37.5
O=C(Nc1c(C(=O)O)[nH]c2ccc(F)cc12)c1cccc(C(F)(F)F)c1
 : -4.5, 9.9
CCOC(=O)N1CCN(C(=O)C2CC(=O)N(c3ccc(OC)cc3)C2c2ccc(OC)cc2)CC1 (stereo unspecified)
 : 4.0, -10.1
CCCN1C(=O)c2cc(C(=O)Nc3ccccc3C)ccc2C1Nc1ccccc1C (stereo unspecified)
 : -5.5, 15.9
CCCNC(=O)c1cc(C2CCCCN2C(=O)c2ccc(C(C)C)cc2)on1 (stereo unspecified)
 : -0.8, 15.6
O=c1c2ccccc2nc(-c2ccco2)n1/N=C/c1ccco1
 : -3.5, -3.8
COc1ccc2oc(-c3ccccc3)c(C(=O)N3CCOCC3)c2c1
 : 22.5, 1.0
Cc1ccc(N(Cc2ccc(C(=O)NCC3CCCO3)cc2)S(C)(=O)=O)cc1C (stereo unspecified)
 : -10.4, -3.8
COc1ccc(-c2noc(C3CCCN(C(=O)c4ccccc4)C3)n2)cc1 (stereo unspecified)
 : -4.2, 2.3
CC(=O)c1cccc(NC(=O)CCNS(=O)(=O)c2cccc3nonc23)c1
 : 7.5, 6.6
CCOc1ccccc1NC(=O)COC(=O)c1ccc2ccccc2n1
 : -8.2, 11.5
Cc1ccc(Cl)cc1-c1cc(C(=O)NCC2CCCCC2)[nH]n1
 : -13.1, 7.6
O=c1ccc(C(F)(F)F)cn1Cc1cc(=O)n2ccsc2n1
 : -11.8, 7.6
Fc1cccc(Nc2ncnc3[nH]ncc23)c1
 : 11.9, 4.3
Cc1nn(C)c(C)c1S(=O)(=O)N(CC(=O)Nc1ccc2c(c1)OCO2)c1ccc(C(C)C)cc1
 : -4.0, -16.9
CSc1nc(C(=O)N2CCCC(Nc3ccc(C)c(C)c3)C2)cs1 (stereo unspecified)
 : 4.8, 20.2
c1cc(-c2noc(CCC3CCCC3)n2)ccn1
 : -11.8, 12.5
CCN(CC)C(=O)C(Cc1ccccc1)N1C(=O)c2ccccc2C1=O (stereo unspecified)
 : -2.6, -8.6
CCOC(=O)C1CCN(C(=O)COc2ccc(N(C)S(=O)(=O)c3cccs3)cc2)CC1
 : -2.0, 8.9
O=C(O)c1cccc(S(=O)(=O)N(Cc2ccccc2)c2ccccc2)c1
 : -0.8, 1.4
CC(C)(C)NC(=O)CCc1ncc(C(F)(F)F)cc1Cl
 : 0.0, -9.2
CC(Oc1ccc(Cl)cc1)C(=O)/C=C/N(C)C (stereo unspecified)
 : 5.3, -1.5
O=C(Nc1nccs1)c1ccc(N2C(=O)[C@@H]3[C@H](C2=O)[C@H]2C=C[C@@H]3C2)cc1
 : -2.5, -5.5
COC(=O)c1sccc1NC(=O)c1ccco1
 : 6.4, -12.0
O=C(Nc1cc(Cl)ccc1-n1cncn1)c1cncc(Br)c1
 : -1.3, -1.0
CC(=O)Nc1cc(-c2nn(C)c(=O)c3ccccc23)ccc1N1CCOCC1
 : 9.8, 5.0
COc1ccc(Cc2nnc(SCC(=O)Nc3cc(Cl)ccc3C)[nH]c2=O)cc1
 : 10.5, -11.6
Cc1sc2nc(C(C)C)oc(=O)c2c1C
 : 1.3, 7.9
O=C(CSc1nc2c(c(C(F)(F)F)n1)CCc1ccccc1-2)NCc1ccccc1
 : -4.7, 14.6

(more compounds)
Sequence of screens: H9c2 TAG inh DAPI viability, H9c2 TAG inh
O=C1CCCN1C(=O)COc1ccccc1[N+](=O)[O-]
 : -2.3, 0.6
OC1(c2ccc(Cl)cc2)CCN(Cc2c[nH]c3ccccc23)CC1
 : -13.3, 34.1
c1ccc(SCCc2ccncc2)cc1
 : 7.8, -16.8
CC(C)c1ccc(CC(=O)N2CCC2(C)C(=O)NS(=O)(=O)c2ccc(Cl)s2)cc1 (stereo unspecified)
 : 5.2, 1.7
CN1C(=O)[C@H]2[C@@H](/C=C/c3ccccc3)N3C(=O)CN(CCO)C(=O)[C@@]3(C)[C@H]2C1=O
 : 3.8, 14.1
N/C(=N/OC(=O)c1ccccc1Cl)c1nonc1N
 : -3.8, 2.9
Cc1ccc(S(=O)(=O)N2CCC(C(=O)N[C@@H](C)C(=O)NCc3ccccc3)CC2)cc1
 : -1.5, -0.1
O=C(Nc1ccc(Cl)cn1)c1ccc(Oc2ccccc2)cc1
 : -10.0, 9.8
Cc1ccc(NC(=O)c2cc(S(=O)(=O)N3CCCC3)cn2C)cc1C
 : -8.0, -5.8
CC(C)CN(CC(C)C)S(=O)(=O)N1CCC(C(=O)NCc2ccc3c(c2)OCO3)CC1
 : 2.0, 2.3
COc1ccc(C(O)c2ncc(-c3ccccc3)[nH]2)cc1 (stereo unspecified)
 : -3.0, -9.4
O=C(NCCC(=O)N(CCc1ccccc1)Cc1ccccc1)c1ccccc1Cl
 : 5.2, 3.5
CCn1c(SCC(=O)Nc2ccc3c(c2)OCO3)nc2c(c1=O)SC(C)C2 (stereo unspecified)
 : 4.1, -0.9
COc1ccc(C(=O)Nc2cccc(C(C)=O)c2)cc1S(=O)(=O)N1CCOCC1
 : -4.1, 13.9
COC(=O)c1ccc2c(=O)n(-c3ccc(OC)cc3)c(=S)[nH]c2c1
 : -3.0, 11.6
O=C(N1CCOCC1)N1CCN(c2ccccn2)CC1
 : -4.2, -6.2
O=C(O)CCN1CCc2ccccc2C1c1cccs1 (stereo unspecified)
 : -10.2, 19.2
COc1ccc(N(CC(=O)NCCSc2ccccc2)S(=O)(=O)c2ccccc2)c(OC)c1
 : -0.6, -5.8
COc1ccc(Cl)cc1N1C(=O)C2CCCN2C1c1sccc1C (stereo unspecified)
 : -5.5, 10.1
O=C(CCNS(=O)(=O)c1ccccc1C(F)(F)F)N1CCN(c2ccccc2O)CC1
 : 1.4, -0.2
CCc1c(C)n([O-])c2c([n+]1=O)CCC2
 : -9.5, -6.1
Nc1ccc(-c2nnc(-c3ccc(-c4ccccc4)cc3)o2)cc1
 : 142.3, -14.9
COc1ccc(-n2nc3c(c2NC(=O)C2CC2)CS(=O)(=O)C3)cc1
 : 1.7, 7.3
COc1cc(/C=N/NC(=O)c2cc(C)oc2C)ccc1O
 : 0.1, -1.5
C/C(=N/Nc1ccc(C(=O)c2c(C)cc3ccccn23)cc1[N+](=O)[O-])c1ccc(O)cc1
 : -8.2, 32.9
COC(=O)CSc1nc2sc3c(c2c(=O)[nH]1)CCC3
 : -13.7, 20.1
COc1ccc(OC)c(C(=O)COC(=O)C2CC3CCCC(C2)C3=O)c1 (stereo unspecified)
 : 1.9, -0.9
Cc1cc(=O)oc2cc(OCC(=O)c3ccccc3)ccc12
 : 4.5, -4.6
Cc1cccc(C(=O)Nc2cc(Cl)ccc2-n2cncn2)c1[N+](=O)[O-]
 : -2.1, 15.9
COc1ccc(CCNC(=O)c2ccc(Cl)cc2Cl)cc1
 : -10.1, -4.1
O=S(=O)(Nc1ccccc1Cl)c1ccc2[nH]c(=S)oc2c1
 : 3.2, -2.1
CN(C)S(=O)(=O)c1cccc(NC(=S)N/N=C/c2cc(Br)ccc2O)c1
 : -11.7, 15.7
C=CCn1c(SCC(=O)Nc2ccc(F)cc2F)nc2c([nH]c3ccccc32)c1=O
 : 3.5, -24.2
COC(=O)C(NC(=O)c1ccccc1Cl)(Nc1ncc(S(=O)(=O)c2ccc([N+](=O)[O-])cc2)s1)C(F)(F)F (stereo unspecified)
 : -7.6, 39.5
CCNc1nc(Oc2ccc(Cl)cc2Cl)cc(C(F)(F)F)n1
 : 7.2, -30.5
FC(F)(F)c1cccc(-c2cc3nc(NC4CCCCC4)ccn3n2)c1
 : 28.3, 41.7
O=C(NCc1ccccc1Br)c1ccncc1
 : 0.6, 10.3
COc1cc2nc(CCc3ccccc3)oc(=O)c2cc1OC
 : -6.7, -1.8
COc1ccc(OC)c(NC(=O)CCNS(=O)(=O)c2ccc3c(c2)CC(C)N3C(C)=O)c1 (stereo unspecified)
 : -4.4, 1.7
CCS(=O)(=O)c1ccc2c(c1)N(S(=O)(=O)c1cccs1)CC(C(=O)O)O2 (stereo unspecified)
 : 1.0, -1.1
CCCCNC(=O)OCCSCCS(=O)(=O)c1ccc(Cl)cc1
 : 6.7, -17.2
O=C(NNc1c2ccccc2nc2ccccc12)C12CC3CC(CC(C3)C1)C2
 : -6.3, 7.3
O=C(c1cc2ccccc2oc1=O)N(Cc1ccco1)CC1CCCO1 (stereo unspecified)
 : 5.3, -12.2
CC(=O)Nc1ccc(NC(=O)c2ccc(CN3CCc4ccccc4C3)cc2)cc1
 : -8.6, 13.1
CCN(CC)CC(O)Cn1c2ccccc2c2ccccc21 (stereo unspecified)
 : 1.8, 16.6
Cc1ccc(/C(N)=N/OC(=O)CCCc2ccccc2)cc1
 : 0.5, 3.2
Cn1cc(P(=S)(N2CCOCC2)N2CCOCC2)cc1P(=O)(N1CCOCC1)N1CCOCC1
 : -2.7, 5.8
COc1cc2c(c(Br)c1N)-c1cc(Br)c(N)cc1C2=O
 : 3.0, 25.2
O=c1o[nH]c(-c2ccccc2)c1C1=NCCCCC1
 : -1.6, -9.0
CCC(=O)Nc1ccc(NC(=O)C23CC4CC(CC(C4)C2)C3)cn1
 : 8.1, -5.7
CC1(C)Cc2c(c(N3CCOCC3)nc3sc4c(=O)[nH]cnc4c23)CS1
 : 7.1, -17.1
COc1ccc(NC(=O)Nc2nnc(N3CCCCC3C)s2)cc1OC (stereo unspecified)
 : 1.4, 0.3
O=C(COc1coc(CN2CCc3ccccc3C2)cc1=O)Nc1cccc(Cl)c1
 : -2.7, 7.4
O=S(=O)(c1ccccc1)c1nc(-c2ccccc2)oc1NCc1cccnc1
 : -2.1, -5.2
C1=C[C@@H]2CCN(Cc3ccccc3)Cc3cccc(c32)C1
 : -12.1, -47.2

Of the compounds above, these contain a nitro group on carbon:
Sequence of screens: H9c2 TAG inh DAPI viability, H9c2 TAG inh
COc1cc(/C=C/C(=O)OCC(=O)Nc2ccc([N+](=O)[O-])cc2)ccc1O
 : -10.3, 7.0
O=C1CCCN1C(=O)COc1ccccc1[N+](=O)[O-]
 : -2.3, 0.6
C/C(=N/Nc1ccc(C(=O)c2c(C)cc3ccccn23)cc1[N+](=O)[O-])c1ccc(O)cc1
 : -8.2, 32.9
Cc1cccc(C(=O)Nc2cc(Cl)ccc2-n2cncn2)c1[N+](=O)[O-]
 : -2.1, 15.9
COC(=O)C(NC(=O)c1ccccc1Cl)(Nc1ncc(S(=O)(=O)c2ccc([N+](=O)[O-])cc2)s1)C(F)(F)F (stereo unspecified)
 : -7.6, 39.5
